Bioassay records (PubChem BioAssay)
CHRM4 agonist: human M4 muscarinic receptor agonists, primary screen, CHO-K1 cells, Fluo-8 calcium fluorescence; 0.14% of 360,000 active; CHO-K1 hM4/Gqi5; vehicle 0%, full acetylcholine response 100%; AID 624127, 2012; activation, % at 3 µM; Muscarinic acetylcholine receptor M4 (Homo sapiens), P08173;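 active means activation above the run mean over all test wells plus 3 SD, cut at about 32% in these data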;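 further: peak over basal fluorescence ratio per well then scaled between controls; 0% = DMSO wells and 100% = acetylcholine at EC100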
Target sequence (P08173 whole entry, looked up): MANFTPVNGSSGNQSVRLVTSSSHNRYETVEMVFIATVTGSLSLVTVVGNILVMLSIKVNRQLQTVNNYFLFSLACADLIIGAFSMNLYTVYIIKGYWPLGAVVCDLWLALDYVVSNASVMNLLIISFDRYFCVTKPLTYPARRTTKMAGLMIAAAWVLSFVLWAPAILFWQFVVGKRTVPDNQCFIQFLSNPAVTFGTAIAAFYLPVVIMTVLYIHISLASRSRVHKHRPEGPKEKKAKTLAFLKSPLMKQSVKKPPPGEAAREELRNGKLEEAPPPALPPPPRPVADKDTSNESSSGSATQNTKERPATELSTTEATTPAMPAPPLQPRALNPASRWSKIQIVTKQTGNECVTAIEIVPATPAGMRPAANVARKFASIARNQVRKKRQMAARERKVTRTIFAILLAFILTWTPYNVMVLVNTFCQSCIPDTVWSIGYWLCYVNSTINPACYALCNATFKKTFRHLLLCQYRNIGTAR
M5 antag: human M5 muscarinic receptor antagonists, primary screen, CHO cells, Fluo-8 calcium fluorescence. CHO-hM5 cells, ACh EC80. Muscarinic acetylcholine receptor M5 (Homo sapiens), P08912. 0.59% of 360,000 active. AID 624040, 2012. inhibition, % at 3 µM;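 active means inhibition above a per-plate cutoff, the mean of that plate's test compounds plus 3 SD, cut at about 27% in these data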;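 further: 0% = acetylcholine EC80 with DMSO and 100% = DMSO without agonist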
M1 antag: human M1 muscarinic receptor antagonists, primary screen, CHO-K1 cells, Fluo-8 calcium fluorescence, 1536-well. Muscarinic acetylcholine receptor M1 (Homo sapiens), P11229. CHO-K1 hM1, ACh EC80 antagonist. inhibition, % at 3 µM. 1.3% of 360,000 active. AID 588852, 2011;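 active means percent inhibition above its own plate's cutoff, namely the mean of that plate's compound wells plus 3 SD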;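 further: peak over basal fluorescence ratio during 140 s after agonist addition; 0% = ACh EC80 plus DMSO and 100% = DMSO alone without agonist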
CHRM5 agonist: human M5 muscarinic receptor agonists, primary screen, CHO-K1 cells, Fluo-8 calcium fluorescence. CHO-K1 hM5 cells; 0% DMSO wells, 100% maximal acetylcholine response. activation, % at 3 µM. 0.19% of 360,000 active. Muscarinic acetylcholine receptor M5 (Homo sapiens), P08912;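 active means activation above the run's mean over test compounds plus 3 SD, cut at about 23% in these data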;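 further: signal is peak over basal fluorescence ratio across the kinetic read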
CHRM5 PAM: human M5 muscarinic receptor positive allosteric modulators, primary screen, CHO-K1 cells, Fluo-8 calcium fluorescence; Muscarinic acetylcholine receptor M5 (Homo sapiens), P08912; CHO-K1 hM5, ACh EC20 PAM; 0% = ACh EC20, 100% = ACh EC100; activation, % at 3 µM; 0.3% of 360,000 active;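 active means activation above the run cutoff, the mean activation of all test compounds plus 3 SD, cut at about 18% in these data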
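System – CHO-K1 hM5 cells · Compound – 3 µM, single dose · Incubation – compound preincubation 140 s before EC20 acetylcholine addition · Technique – Fluo-8 calcium fluorescence · Measure – Max/basal fluorescence ratio as % of EC20–EC100 ACh window · Benchmarks – low control EC20 acetylcholine (0%), high control EC100 acetylcholine (100%) · Replication – singlicate, one well per test compound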
CHRM1 PAM: human M1 muscarinic receptor positive allosteric modulators, primary screen, CHO-K1 cells, Fluo-8 calcium fluorescence, 1536-well | CHO-K1 hM1, ACh EC20; 0% = ACh EC20, 100% = maximal ACh | 0.088% of 360,000 active | activation, % at 3 µM; in the data active means activation above about 19%, passing the limit was not always enough
CHRM1 agonist: human M1 muscarinic receptor agonists, primary screen, Fluo-8 calcium fluorescence, CHO-K1 cells, HTS; Muscarinic acetylcholine receptor M1 (Homo sapiens), P11229; CHO-K1 hM1, agonist mode; 0% DMSO, 100% acetylcholine EC100; activation, % at 3 µM; 0.33% of 360,000 active; AID 588814, 2011;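 active means activation above the run's mean compound activation plus 3 SD, cut at about 16% in these data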;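 further: peak over basal fluorescence ratio within a 140 s kinetic read after compound addition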
TAAR1 agonist: human TAAR1 agonists, primary screen, Fluo-8 calcium fluorescence, CHO RD-HGA16 cells; activation, % at 3 µM; vehicle wells 0%, saturating PEA agonist 100%; Trace amine-associated receptor 1 (Homo sapiens), Q96RJ0; 0.99% of 360,000 active;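 active means activation above the mean activation of all test compounds in the run plus 3 SD, cut at about 38% in these data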
Target sequence (Q96RJ0 whole entry, looked up): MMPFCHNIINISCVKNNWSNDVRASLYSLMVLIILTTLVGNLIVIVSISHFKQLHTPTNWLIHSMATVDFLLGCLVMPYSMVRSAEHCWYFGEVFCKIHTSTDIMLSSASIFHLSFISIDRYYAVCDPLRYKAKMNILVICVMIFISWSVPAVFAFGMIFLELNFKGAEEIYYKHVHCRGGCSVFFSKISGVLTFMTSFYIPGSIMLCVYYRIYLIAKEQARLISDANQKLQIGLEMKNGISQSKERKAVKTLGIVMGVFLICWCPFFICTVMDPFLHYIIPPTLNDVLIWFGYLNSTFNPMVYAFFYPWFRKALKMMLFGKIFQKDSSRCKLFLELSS
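System: CHO-derived RD-HGA16 cells with stable Gα16 and human TAAR1 / Times: 17-24 h plating, Fluo-8 75 min 37 °C, 30 min RT / Technique: calcium-sensitive Fluo-8 signal, excitation 470-495, emission 515-575 nm / Measure: % activation relative to PEA EC100 response / Benchmarks: DMSO and PEA EC100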
CHRM4 antagonist: human M4 muscarinic receptor antagonists, primary screen, CHO cells, Fluo-8 calcium fluorescence; Muscarinic acetylcholine receptor M4 (Homo sapiens), P08173; CHO-hM4 cells, ACh EC80; inhibition, % at 3 µM; 0.73% of 360,000 active; AID 624125, 2012;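 active means inhibition above its plate's cutoff, the mean inhibition of sample wells plus 3 SD, cut at about 27% in these data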;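 further: 0% = acetylcholine EC80 with DMSO and 100% = DMSO without agonist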
An asterisk follows results filed as active; nt = no result given. These rows are one share of the data. The share of hits here may be higher or lower than overall.

SMILES	CHRM4 agonist	M5 antag	M1 antag	CHRM5 agonist	CHRM5 PAM	CHRM1 PAM	CHRM1 agonist	TAAR1 agonist	CHRM4 antagonist
COc1ccc(-n2ncc3c2CC(C)(C)CC3NC(=O)CCn2nc(C)cc2C)cc1 (centres undefined)	0	6	-11	0	0	10	-1	1	-11
CCN1CCN(CCNC(=O)Nc2ccc([N+](=O)[O-])cc2)CC1	1	14	-5	-3	-7	3	-2	2	-5
O=c1[nH]n(Cc2ccccc2)c(=O)c2ccccc12	0	-11	-1	5	0	-4	-1	12	16
N#CCCN(Cc1cccnc1)C(=S)Nc1ccc(OC(F)F)cc1	1	1	-9	3	2	10	-1	-1	-3
O=C(/C=C/c1cccnc1)c1ccc(O)cc1	1	1	-1	0	5	4	-1	3	9
CCN(CC)CCCN1C(=O)C(=O)/C(=C(/O)c2ccccc2)C1c1cc(OC)ccc1OC (centres undefined)	1	-8	-27	-4	4	5	-3	2	-1
Cc1cc(OCC(=O)Nc2ccccc2N2CCCC2)ccc1C(C)C	-1	9	-6	-1	-10	3	-3	1	-13
Cc1ccc(SCc2cc(=O)[nH]c(Nc3nc(C)c4cccc(C)c4n3)n2)cc1	0	-5	1	-2	1	6	-1	5	9
Cc1c(/C=N/O)c2ccccn2c1C=O	1	-7	-5	-1	-1	4	-9	-1	-9
Nn1c(SC/C=C/c2ccccc2)nnc1-c1ccccn1	3	-9	-3	-1	1	7	-5	7	-4
CC(C)n1cc(NC(=O)c2cc(-c3ccccc3)on2)cn1	8	-5	-33	4	-2	3	3	19	-12
O=S(=O)(c1ccccc1)N1CCN=C1SCc1ccccc1	0	-1	-3	-9	-7	-3	-11	2	0
COc1cc(/C=N/Nc2nc3ccccc3[nH]c2=O)ccc1O	0	5	5	0	-2	-6	-5	4	-3
Cc1cc(Cl)ccc1OCc1cn2cccnc2n1	1	-2	-1	-4	6	2	-5	0	-12
CCN(C[C@H]1N[C@@](Cc2ccccc2)(C(=O)OC)[C@H]2C(=O)N(Cc3ccccc3)C(=O)[C@@H]12)S(=O)(=O)c1ccc(OC)cc1	12	-2	9	0	-3	-1	-2	5	-2
CCc1cc(=O)oc2cc(OCC(=O)NCCCN3CCCC3=O)c(Cl)cc12	1	-19	-4	1	9	2	-3	1	8
Cc1ccsc1C(=O)OCC(=O)N(Cc1ccccc1)C(C)C	3	14	-7	0	0	8	-3	4	-5
O=c1[nH][nH]c2c1[C@H](CCc1cccc(Cl)c1)O[C@H](CCc1ccccc1)C2	1	1	nt	3	0	nt	nt	1	-12
CN(CC(=O)Nc1ccc(Cl)cc1)C(=O)c1cccc(S(=O)(=O)N(C)C)c1	1	-2	-3	-3	-3	7	-9	6	-6
O=C(Nc1ncn[nH]1)c1ccccc1Br	3	-9	-6	-1	-3	3	-2	2	-6
Nc1nonc1-n1nnc(C(=O)N/N=C/c2cccc(Cl)c2)c1CSc1ccc(Cl)cc1	0	6	13	1	0	1	-2	2	0
Cc1nn(-c2ccncc2)c2c1C(=O)CC(C)(C)C2Br (centres undefined)	1	-10	-9	-1	4	8	-3	1	-6
CCN1C(=O)/C(=C2/C(=O)N3c4c(cc(OC(C)=O)cc42)C(C)=CC3(C)C)SC1=S	0	10	-5	-1	-8	-2	0	3	3
O=C(Nc1ccc(S(=O)(=O)Nc2ccccc2F)cc1)N1CCCCC1	3	6	-11	0	-1	9	0	6	-1
COc1ccc(C(=O)Nc2cnc3ccccn3c2=O)cc1	1	-4	-6	4	7	9	-1	2	5
CN1C(=O)C(C)(C)c2cc(S(=O)(=O)N3CCCC(C(=O)Nc4ccc(Cl)cc4)C3)ccc21 (centres undefined)	10	10	17	2	-5	-12	-4	5	4
Cc1ccc(C(=O)C(OC(=O)CNC(=O)c2ccc(Cl)cc2)c2ccccc2)cc1 (centres undefined)	-1	10	-6	-4	-6	3	-5	14	1
O=S1(=O)CC(N2CCC(Cc3ccccc3)CC2)CN1Cc1ccccc1 (centres undefined)	8	-7	-7	5	3	8	-1	-1	-6
Cc1ccc(C)c(S(=O)(=O)N2CCN(C(=O)Cc3ccsc3)CC2)c1	3	9	-8	0	-3	6	-5	1	7
CCC(=O)N1c2ccccc2-c2nnc(SC)nc2OC1c1ccc(N(C)C)cc1 (centres undefined)	2	4	-1	2	-3	3	-6	0	-11
Cc1cccc(C)c1N(C(=O)c1ccco1)C(C(=O)NC1CCCC1)c1ccncc1 (centres undefined)	-1	2	-5	4	5	5	-1	-3	-9
O=C(O)c1cccc(CSc2nnc(-c3ccco3)o2)c1	0	-5	-2	4	0	6	-2	12	-1
Cc1c2ccccc2nc2c(F)c(NCCO)c(F)c(F)c12	2	4	2	0	8	8	-6	13	3
O=C(CSc1nc(=O)n(CCCN2CCOCC2)c2c1CCCC2)Nc1cccc([N+](=O)[O-])c1	2	6	26	-2	-1	-16	-9	3	10
Cc1ccc(C(=O)NCCNc2ccc(Cl)cc2[N+](=O)[O-])o1	4	0	-7	-3	-4	4	-4	7	3
O=C(COc1ccccc1[N+](=O)[O-])N/N=C/c1cccs1	1	1	-12	-1	-1	14	-6	23	-6
CCC(C)NS(=O)(=O)c1ccc(S(=O)(=O)Nc2cc3c(cc2C(C)=O)OCO3)cc1 (centres undefined)	13	11	14	6	-8	-18	-8	5	0
COc1ccc(C)cc1NC(=O)Nc1cccc(C)c1	-1	2	-1	-5	-3	4	-9	2	5
CC(NC(=O)C1CCC(C(=O)NC(C)c2ccccc2)CC1)c1ccccc1 (centres undefined)	1	1	-11	-3	5	9	0	2	-4
Cc1cccc(C)c1N1C(=O)CC(N2CCN(S(=O)(=O)c3ccccc3F)CC2)C1=O (centres undefined)	3	-1	-4	3	8	3	9	3	4

One compound at a time, as listed above. Screens in order: CHRM4 agonist | M5 antag | M1 antag | CHRM5 agonist | CHRM5 PAM | CHRM1 PAM | CHRM1 agonist | TAAR1 agonist | CHRM4 antagonist
`Cc1cccc(C)c1N1C(=O)CC(N2CCN(S(=O)(=O)c3ccccc3F)CC2)C1=O` (centres undefined) in the list: 3 | -1 | -4 | 3 | 8 | 3 | 9 | 3 | 4
`CC(NC(=O)C1CCC(C(=O)NC(C)c2ccccc2)CC1)c1ccccc1` (centres undefined) in the list: 1 | 1 | -11 | -3 | 5 | 9 | 0 | 2 | -4
`O=C(O)c1cccc(CSc2nnc(-c3ccco3)o2)c1` in the list: 0 | -5 | -2 | 4 | 0 | 6 | -2 | 12 | -1

The list goes on.
SMILES	CHRM4 agonist	M5 antag	M1 antag	CHRM5 agonist	CHRM5 PAM	CHRM1 PAM	CHRM1 agonist	TAAR1 agonist	CHRM4 antagonist
CCc1ccc(/C=C2/SC(=S)N(CCC(=O)Nc3ccc(C(=O)O)cc3)C2=O)cc1	1	-8	-19	-2	8	7	0	0	1
O=C(CCNC(=O)N1CCn2c1nc1ccccc12)NCc1ccc(Cl)cc1	5	6	8	-5	-4	-3	-4	-1	12
Nc1nonc1C(=O)NCCNc1ccc([N+](=O)[O-])cc1	1	9	-23	-2	-4	14	1	3	-7
O=C(O)CCn1c(=O)oc2cc(S(=O)(=O)N3CCCC3)ccc21	0	11	-1	2	-2	0	0	3	3
COC(=O)c1cc2c(cc1Cl)SC(=NCCCN1CCOCC1)NS2(=O)=O	0	7	-7	-8	-16	-5	-7	-1	-1
Cc1cccc(C)c1C(O)c1ncc(-c2ccccc2F)[nH]1 (centres undefined)	1	-1	-14	-1	-1	6	-3	2	-8
O=C(CN1C(=O)NC2(CCCc3ccccc32)C1=O)Nc1cc(F)ccc1F (centres undefined)	6	-6	2	4	9	17	5	4	-28
Nc1[nH]nc2nc(-c3ccccc3)[nH]c(=O)c12	0	-6	13	-1	8	-7	0	-2	2
Cc1ccc(NC(=O)NC(=O)N(C(C)C)S(C)(=O)=O)nc1	0	-5	-8	0	2	13	-2	0	1
CN(Cc1ccccc1)c1ccc([N+](=O)[O-])cc1C(=O)O	0	-1	-1	1	0	-4	-5	2	4
OC1CCCN(Cc2cccc3ccccc23)C1 (centres undefined)	1	-5	-7	-4	0	10	-5	12	9
COC(=O)c1ccccc1NC=C1C(=O)OC2(CCCCC2)OC1=O	0	-7	-20	-1	0	6	-2	2	-2
CC/C(=N\NC(=O)OC)c1ccc(OC(F)F)cc1	0	3	-4	0	1	6	-3	1	-2
CC1Cc2cc(/C(O)=C3/C(=O)C(=O)N(CCCn4ccnc4)C3c3cccc([N+](=O)[O-])c3)ccc2O1 (centres undefined)	2	5	-15	-7	0	4	-3	0	-5
O=C1C=C(NCc2ccco2)CC(c2ccc(Cl)cc2)C1 (centres undefined)	2	-4	-15	-2	-2	-2	-4	3	-16
O=C(NCCN1CCC(n2c(=O)[nH]c3ccccc32)CC1)c1ccc(Cl)c(Cl)c1	20	10	nt	-3	-11	nt	nt	5	-1
CCOC(=O)N1CCN(S(=O)(=O)c2ccc(C(=O)Nc3nnc(CSC)o3)cc2)CC1	0	-8	-12	-1	4	11	-2	7	-8
COc1ccc(C(C)(C)C)cc1NC(=O)c1ccoc1C	-3	-10	-4	-2	3	1	-7	0	-4
CC(C)[C@H](NC(=O)N1CCn2c1nc1ccccc12)C(=O)NCCc1ccccc1	4	2	-11	-1	-2	5	-1	39*	-6
O=C(CN1CCC(O)CC1)N1c2ccccc2C=Cc2ccccc21	1	19	47*	-10	-33	-24	-10	1	29*
Cc1cc2c(cc1C)-n1nnnc1C(N1CCCC1)C(=O)N2 (centres undefined)	4	-5	nt	-6	2	nt	nt	1	-3
Cc1ccccc1/C=C/C(=O)NCC(=O)N1CCC(N(C)C2CCCCC2C)CC1 (centres undefined)	3	-3	27*	-2	3	-24	-10	-1	-5
COC(=O)C1=C(C)N(CCc2ccc(OC)c(OC)c2)C(=O)/C1=C\c1ccc(O)cc1	-1	11	2	1	-2	2	-4	-1	11
COCCNC(=O)C(c1ccc(C)cc1)N(C(=O)CCC(=O)Nc1ccccn1)c1cccc(C)c1 (centres undefined)	3	12	-4	-1	3	19	5	9	-16
O=C(NCc1cccnc1)C1CCCN(S(=O)(=O)c2ccc(Cl)cc2)C1 (centres undefined)	1	7	4	-6	-12	-5	-6	12	3
CC1(c2ccc3ccccc3c2)NC(=O)NC1=O (centres undefined)	2	7	6	-1	-5	-8	-6	1	0
O=C(Nc1ccc(Cl)c(Cl)c1)c1ccc(Cn2cc(Cl)cn2)cc1	5	10	8	-3	-13	-13	-8	7	6
C/C(=N\NC(=O)CCC(=O)NCc1ccccc1)c1ccco1	0	-3	-16	-2	3	9	-2	1	-2
